GRK2 inh – inhibitors of human GRK2 displacing RNA aptamer; P25098; bead flow cytometry, FAM-aptamer displacement from GRK2; inhibition of aptamer binding, % at 10 µM; 0.59% of 330,000 active; AID 488847;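 active = inhibition of aptamer binding above 40%, roughly 3 SD of noise, on plates passing a quality check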;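 also: median bead fluorescence of bound FAM aptamer so fluorescent compounds give negative values; no value below 0 was filed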
Fh CTSL1 inh – cathepsin L1 inhibition, PFM18AAP counter-screen. recombinant F. hepatica cathepsin L1, Z-Leu-Arg-MCA fluorescence. inhibition, % at 5.96 µM. 0.49% of 300,000 active;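 active = inhibition above the mean of all tested compounds plus 3 SD, set per screening campaign, cut at about 17% in these data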;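 also: 0% = plate median of test compound wells and 100% = 1 µM Z-Phe-Ala-diazomethylketone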
PP5 inh – inhibitors of human protein phosphatase 5 (PP5). 0.18% of 320,000 active. purified PP5c, OMFP substrate fluorescence. P53041. inhibition, % at 6.7 µM;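 active = inhibition above the campaign's mean inhibition across all tested compounds plus 3 SD, cut at about 9.5% in these data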;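 also: 0% = DMSO only and 100% = 100 µM cantharidin control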
GASC-1 inh – human JMJD2C demethylase inhibition; Q9H3R0; GST-JMJD2C(1-420) H3K9me3 demethylation, DELFIA europium; inhibition, % at 2.35 µM; 0.069% of 330,000 active; AID 2099;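 active = more than half of a compound's replicate wells show inhibition beyond 50%, single wells judged on their own value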;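 also: signal counts dimethyl H3K9 product captured on neutravidin plate; 0% = median of DMSO wells and 100% = 0.3 times that DMSO median; strong numbers were not always called active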
PP1 inh – PP1-alpha (human) inhibition in PP5 counter-screen; 0.9% of 320,000 active; inhibition, % at 6.7 µM; AID 2235; purified PP1alpha, OMFP fluorescence;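 active = inhibition above the mean inhibition of all tested compounds plus 3 SD, computed separately for each screening campaign, cut at about 15% in these data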
Target sequence (P62136 whole entry, looked up): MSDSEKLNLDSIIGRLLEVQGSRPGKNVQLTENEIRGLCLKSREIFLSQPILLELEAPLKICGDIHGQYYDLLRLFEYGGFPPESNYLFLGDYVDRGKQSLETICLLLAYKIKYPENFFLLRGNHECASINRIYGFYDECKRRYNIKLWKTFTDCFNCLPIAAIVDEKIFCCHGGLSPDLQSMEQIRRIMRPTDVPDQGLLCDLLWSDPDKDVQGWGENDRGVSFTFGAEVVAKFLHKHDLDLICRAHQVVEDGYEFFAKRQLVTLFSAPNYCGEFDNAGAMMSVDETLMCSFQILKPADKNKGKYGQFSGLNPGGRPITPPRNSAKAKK
VLA-4 inh – inhibition in a human VLA-4 binding assay; P13612; VLA-4 expressing cells, ligand binding flow cytometry; inhibition, % (about 7 µM as worked out from the volumes in the protocol); 0.2% of 330,000 active; in the data active = inhibition above about 50%
procasp3 activ – activators of human procaspase-3; P42574; recombinant procaspase-3 D3A, Ac-DEVD-pNA absorbance 405 nm; activation, % at 8.5 µM; 0.11% of 330,000 active;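 active = activation above the mean of all tested compounds plus 3 SD, cut at about 21% in these data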;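 also: 0% = DMSO alone and 100% = DMSO wells spiked with extra 5 µM PC-3 D3A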
Target sequence (P42574 whole entry D9A/D28A/D175A): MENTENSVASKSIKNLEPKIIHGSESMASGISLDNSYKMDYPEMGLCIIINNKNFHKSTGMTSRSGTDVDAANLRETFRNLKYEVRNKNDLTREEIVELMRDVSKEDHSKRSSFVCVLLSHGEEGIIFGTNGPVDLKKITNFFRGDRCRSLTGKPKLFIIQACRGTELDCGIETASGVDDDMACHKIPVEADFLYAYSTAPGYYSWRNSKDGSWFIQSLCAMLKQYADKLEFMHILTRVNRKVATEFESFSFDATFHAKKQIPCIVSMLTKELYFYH
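Assay system – Procaspase-3 D3A mutant · Benchmarks – DMSO low control, extra-enzyme high control · Technique – 405 nm absorbance of p-nitroaniline, reads at 0 and 120 min · Doses – 8.5 µM nominal · Measure – % activation between DMSO and enzyme-spiked controls · Also added – Ac-DEVD-pNA chromogenic peptide substrate · Schedule – 1 h compound preincubation, 2 h substrate hydrolysis at 25 °C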
proCasp7 act – counter-screen: procaspase-7 (human) activation; P55210; 0.093% of 330,000 active; AID 463210; activation, % at 8.5 µM; recombinant procaspase-7, Ac-DEVD-pNA absorbance 405 nm; D23A/D198A/D206A triple mutant, cannot self-cleave; scale: DMSO 0, 5 µM enzyme 100;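 active = percent activation above the screen-wide mean plus 3 SD, cut at about 25% in these data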
Target sequence (P55210 whole entry D23A/D198A/D206A): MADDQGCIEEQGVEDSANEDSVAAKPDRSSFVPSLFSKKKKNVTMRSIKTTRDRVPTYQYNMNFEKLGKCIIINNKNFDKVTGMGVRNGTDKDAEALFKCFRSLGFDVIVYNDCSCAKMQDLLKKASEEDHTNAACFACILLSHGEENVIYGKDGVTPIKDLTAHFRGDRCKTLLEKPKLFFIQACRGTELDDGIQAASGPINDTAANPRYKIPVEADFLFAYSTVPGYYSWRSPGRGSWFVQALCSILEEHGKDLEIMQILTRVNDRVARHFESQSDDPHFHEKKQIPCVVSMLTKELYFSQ
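System: Uncleavable procaspase-7 mutant enzyme; Amount: 2 µM procaspase-7 mutant as dispensed; Schedule: 1 h compound preincubation, 2 h substrate cleavage, 25 °C; Measured by: 405 nm absorbance of p-nitroaniline; Evaluation: percent activation from buffer-corrected 0–120 min absorbance change; Control set: low DMSO alone, high DMSO plus 5 µM PC-7.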
core dimer inh – HCV core protein dimerization inhibition | TR-FRET GST/Flag-core106 dimerization, 1536-well | inhibition, % at 5 µM | 0.33% of 300,000 active;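 active = inhibition above the mean of all tested compounds plus 3 SD, set per screening campaign, cut at about 45% in these data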
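test system = GST/Flag-tagged HCV core106 proteins | probe or stimulus = Eu donor and XL665 acceptor anti-tag antibodies | times = compound-protein-antibody incubation 4 h at 22.5 °C | signal = TR-FRET, excitation 340 nm, emission 617 and 671 nm | measure = percent inhibition of core106 dimerization signal | controls = wells lacking GST-core106 and wells with excess unlabelled core106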
Numbers without * were called inactive; / = no result given.

Values run as follows: GRK2 inh | Fh CTSL1 inh | PP5 inh | GASC-1 inh | PP1 inh | VLA-4 inh | procasp3 activ | proCasp7 act | core dimer inh
O=C(CCSc1ccccc1)NC1CCCC1
→ 3 | -19 | -0.3 | 4 | -4 | 6 | -3 | 3 | -2
Cc1cc(NC(=O)CSc2nnc(C3COc4ccccc4O3)n2N)no1 (centres undefined)
→ 0 | 0 | 0.3 | -10 | 3 | -1 | 6 | 0 | -2
COc1ccc(/C(C)=N/NC(=O)c2ccccc2N)cc1
→ 3 | 6 | 0.7 | -2 | -3 | 3 | -1 | -2 | 1
COCc1cc(C)nc(Nc2ccc(C)c(C)c2)c1C#N
→ 0 | -3 | 2.2 | 1 | 1 | 22 | 1 | -1 | 1
COc1ccccc1CN1CC(C(=O)NCCN2CCNC2=O)CCC1=O (centres undefined)
→ 2 | -1 | -2.8 | 1 | -4 | 10 | 1 | 9 | -6
COc1ccc(-n2cccc2/C=C2\C(=N)N3N=C(C(C)C)SC3=NC2=O)cc1
→ 1 | 1 | 5.9 | -32 | 6 | 3 | -7 | -18 | 24
CN(Cc1c(F)cccc1Cl)C(=O)c1ccc(NC(=O)CC2SC(N3CCCCC3)=NC2=O)cc1 (centres undefined)
→ 0 | / | / | -326 | / | -1 | 16 | 10 | /
COc1ccc(C(=O)Cn2nnc(-c3ccccc3NC(=O)C(F)(F)F)n2)cc1
→ 6 | 2 | 0.8 | 27 | 5 | 4 | -8 | -1 | 4
Cc1c(N=C/C=C/c2ccccc2)cnn1C
→ 0 | 2 | 1.5 | -2 | 0 | 5 | 7 | -4 | 1
Cn1c2c(c(=O)n(C)c1=O)C(NS(=O)(=O)c1ccc(Cl)cc1)(C(F)(F)F)C(=O)N2 (centres undefined)
→ 0 | 2 | 2.1 | -8 | -4 | 22 | -4 | 4 | -1
O=S(=O)(c1ccc2c(c1)oc1ccccc12)N1CCOCC1
→ 3 | -3 | 1.8 | -17 | 5 | 1 | 0 | -9 | 8
CNC(=O)CC(CC(=O)c1ccccc1)c1ccccc1 (centres undefined)
→ 16 | / | 0.0 | 3 | 1 | 0 | 4 | -2 | /
CCOc1cc(/C=N/Nc2ncc(C)c(=O)[nH]2)ccc1O
→ 3 | 1 | -5.1 | 19 | -6 | 11 | -2 | 4 | -5
Cc1cc(C)c(S(=O)(=O)Nc2ccncc2)cc1C
→ 1 | -4 | -0.7 | 19 | 5 | 4 | -1 | -2 | 0
CC(Sc1cccc(C(F)(F)F)c1)C(=O)NC(N)=O (centres undefined)
→ 0 | -3 | 0.5 | 4 | -5 | 11 | -1 | -3 | 1
O=S(=O)(Nc1ccc2c(c1)nc1n2CCN(Cc2ccccc2)C1)c1ccc(F)cc1
→ 0 | 7 | 1.1 | 19 | 3 | 32 | -5 | -9 | 12
O=C(/C=C/c1cccs1)N1CCN(c2ccccc2)CC1
→ 1 | 3 | 3.0 | 4 | -8 | 5 | 2 | 5 | -9
Cc1ccc(COC(=O)NCc2cccnc2)cc1
→ 1 | -1 | -1.8 | 17 | 0 | 4 | 10 | 1 | -1
COc1ccc(C2=NN(C(=O)/C=C/c3ccccc3)C(c3ccccc3)C2)c(OC(C)=O)c1 (centres undefined)
→ 0 | 3 | -0.7 | -1 | 0 | 0 | 0 | -5 | 20
N#C/C(=C\c1ccco1)C(=O)Nn1cnnc1
→ 1 | 2 | -0.2 | 14 | -6 | 6 | 9 | 1 | -3
CCCCCC1CCC(C(=O)O)CC1 (centres undefined)
→ 3 | 0 | 1.4 | 2 | -4 | -6 | 4 | -11 | -4
Cc1ccccc1-c1noc(CNC(=O)c2ccco2)n1
→ 0 | -1 | -0.7 | 0 | 0 | 4 | 4 | -1 | 7
COc1ccc(/C=C/c2nnc(NC(=O)CC(C)C)s2)cc1
→ 0 | 4 | 1.6 | 4 | -1 | 1 | -11 | 3 | -1
COc1cc(/C=N/N2CCN(C3c4ccccc4-c4ccccc43)CC2)ccc1O
→ 4 | 2 | 3.3 | -3 | 0 | 1 | 2 | -17 | 3
Cc1cc(C)nc(NC(=O)c2c(Cl)cccc2Cl)n1
→ 2 | 2 | 0.6 | 5 | -2 | 3 | 8 | 1 | -4
CCN(CC(=O)Nc1ccc(S(=O)(=O)N2CCCC2)cc1)CC(=O)Nc1cccc(OC)c1
→ 2 | -4 | 2.2 | 19 | 6 | -4 | -3 | 5 | 0
C=C(C)C(=O)Oc1ccc(N2C(=O)CCC2=O)cc1
→ 0 | 2 | 0.5 | -2 | -4 | -5 | 1 | 6 | 3
COc1ccc(CCC(N)=O)cc1OC
→ 1 | -3 | 0.8 | -3 | -1 | 10 | -3 | 4 | -5
Cc1ccc(S(=O)(=O)N(C)C)cc1NC(=O)CN1CCN(Cc2ccccc2)CC1
→ 1 | -8 | 0.1 | 4 | -2 | 15 | -2 | 8 | 7
CC1Cc2ccccc2N1C(=O)COC(=O)c1ccc([N+](=O)[O-])o1 (centres undefined)
→ 14 | / | / | 2 | / | 14 | 14 | 2 | /

Record cards, as listed above. Order of screens: GRK2 inh | Fh CTSL1 inh | PP5 inh | GASC-1 inh | PP1 inh | VLA-4 inh | procasp3 activ | proCasp7 act | core dimer inh
`N#C/C(=C\c1ccco1)C(=O)Nn1cnnc1` as listed: 1 | 2 | -0.2 | 14 | -6 | 6 | 9 | 1 | -3
`Cc1cc(C)nc(NC(=O)c2c(Cl)cccc2Cl)n1` as listed: 2 | 2 | 0.6 | 5 | -2 | 3 | 8 | 1 | -4
`Cn1c2c(c(=O)n(C)c1=O)C(NS(=O)(=O)c1ccc(Cl)cc1)(C(F)(F)F)C(=O)N2` (centres undefined) as listed: 0 | 2 | 2.1 | -8 | -4 | 22 | -4 | 4 | -1

Remaining list, next part.
Values run as follows: GRK2 inh | Fh CTSL1 inh | PP5 inh | GASC-1 inh | PP1 inh | VLA-4 inh | procasp3 activ | proCasp7 act | core dimer inh
COc1cccc(-c2cc(=O)c3cc(NC(C)=O)ccc3[nH]2)c1
→ 8 | -5 | 4.2 | -6 | 1 | 16 | 1 | 7 | -4
CCCSc1ncnc2sc(C)c(C)c12
→ 1 | 1 | 2.9 | -3 | -2 | 16 | -6 | 0 | -4
CC(=O)Nc1ccc(NC(=O)C(C)OC(=O)COc2ccc(Nc3ccccc3)cc2)cc1 (centres undefined)
→ 1 | / | 4.2 | 2 | -3 | 11 | -11 | 1 | /
O=C(CC1c2ccccc2Oc2ccccc21)Nc1ccccc1F
→ 3 | -3 | 0.4 | 3 | -1 | 1 | 5 | 2 | 0
CCC(=O)N1CCc2cc(Br)cc(S(=O)(=O)CCC(=O)NCC3CCCO3)c21 (centres undefined)
→ 1 | -1 | 0.8 | 5 | -1 | 12 | -7 | 4 | -6
O=C(COc1ccc(Cl)cc1)NCCSc1ccccc1
→ 0 | 1 | 2.3 | -2 | 6 | 1 | 6 | -7 | -13
COC(=O)c1ccccc1NC(=O)CSCC(=O)Nc1ccccc1
→ 0 | 2 | 4.5 | 7 | -3 | 19 | 4 | 6 | 1
CS/C(=N\S(=O)(=O)c1ccccc1)c1ccccc1
→ 0 | 0 | -0.1 | -3 | -3 | -8 | 6 | 12 | 6
COC(=O)/C(C#N)=C1/SC=C(C)N1c1ccccc1
→ 0 | 2 | 0.5 | 2 | 0 | 17 | 4 | -6 | 0
O=C1C[C@@H](c2ccccc2)Oc2cc(O)cc(O)c21
→ 3 | -1 | 0.1 | -3 | -4 | 10 | 4 | 9 | -2
CC(=O)c1coc2c1cc(O)c1ccccc12
→ 2 | 0 | 0.3 | 13 | -5 | 0 | -1 | 8 | -15
CCOC(=O)N1CCN(C(=O)c2ccc3c(c2)NC(=O)/C(=C\c2cccc(C)c2)S3)CC1
→ 2 | 5 | 4.5 | 2 | 6 | -103 | -9 | 3 | 3
O=S(=O)(NC1CCCCC1)c1ccc(Cl)nc1
→ 4 | -4 | 1.2 | -3 | -2 | -11 | -6 | 12 | -1
O=C(CSc1n[nH]c(=O)n1C1CC1)c1c[nH]c2ccccc12
→ 0 | / | 0.2 | -5 | -2 | -2 | 5 | 3 | /
O=C(NCCCO)c1cc2c([nH]c3ccccc32)c(-c2ccc(F)cc2)n1
→ 10 | 1 | 0.8 | 8 | 5 | -4 | 5 | 10 | 7
O=C(/C=C/c1ccco1)Nc1cccc(NC(=O)/C=C/c2ccco2)n1
→ 5 | 5 | 3.6 | 23 | 2 | 0 | 2 | -6 | 49*
O=C(COC(=O)CSc1ccc([N+](=O)[O-])cc1)NCCCc1ccccc1
→ 0 | -2 | 0.3 | 1 | 2 | -7 | -10 | -12 | 3
COc1ccc(-c2c(C)nn3c(N4CCC(C(=O)N5CCCCC5)CC4)cc(C)nc23)cc1OC
→ 5 | 1 | 1.6 | 4 | -4 | 28 | -9 | -6 | -14
Cc1ccc(F)c(CNC(=O)C2CCC(=O)N(CCCN3CCCC3=O)C2)c1F (centres undefined)
→ 2 | 0 | -2.7 | -3 | -3 | 12 | 3 | 4 | 6
Clc1ccc(CN2CCC(c3nc4ccc(Cl)cc4[nH]3)CC2)cc1
→ 0 | 0 | 2.7 | 7 | 2 | 11 | 7 | 7 | -15
O=C(O)COc1ccccc1-c1ccccc1
→ 0 | 5 | -1.3 | 6 | -3 | 3 | -5 | 7 | -2
CC(C)Cc1nnc(NC(=O)CCC(=O)N2CCN(c3ccccn3)CC2)s1
→ 0 | -2 | 5.2 | 5 | 1 | 8 | -4 | -11 | 7
CCCn1nc(C(=O)NNC(=O)c2ccc(C)c(C)c2)c2ccccc2c1=O
→ 1 | / | / | 2 | / | 0 | 3 | 0 | /
Cc1ccccc1CCNC(=O)CCn1nc(C)c2c(C)n(-c3ccccc3)nc2c1=O
→ 0 | -1 | 1.1 | -2 | -3 | 3 | 6 | -3 | 13
CCc1ccccc1N(C)S(=O)(=O)c1ccc2[nH]cc(C(=O)O)c(=O)c2c1
→ 33 | -2 | 1.9 | 0 | 24* | -31 | 8 | 5 | 0
O=C(N/C=C\c1ccccc1)NCc1ccc(Cl)cc1Cl
→ 0 | -5 | 2.2 | 2 | 1 | 0 | -1 | -3 | 13
O=C(COc1ncnc2ccccc12)Nc1ccc(Cl)c(S(=O)(=O)N2CCOCC2)c1
→ 0 | -1 | -0.9 | 0 | 1 | -4 | 10 | 2 | -1
COc1cc(NC(=O)Cc2ccc(Cl)cc2)ccc1NC(=O)c1ccco1
→ 0 | -1 | 3.0 | 3 | 0 | 0 | 4 | 5 | 4
CCOC(=O)[C@@H]1[C@H]2COc3ccccc3[C@@H]2N2C(=O)N(c3ccccc3)C(=O)[C@]12C
→ 0 | -2 | 0.8 | 2 | -3 | 10 | -2 | -1 | -9
CCN1CCN(C(C(=O)NC2CCCCC2)c2ccc(Cl)cc2)CC1 (centres undefined)
→ 3 | 0 | 1.4 | 5 | -3 | 3 | 0 | 7 | -3
O=S(=O)(NC1=NCCCCC1)c1ccc(F)cc1
→ 1 | 0 | -1.2 | 6 | -2 | -4 | 8 | -6 | 1

Source: PubChem
